High-throughput results (PubChem BioAssay)
beta cell repl = MIN6 beta-cell proliferation induction. MIN6 cells proliferation, ATPlite luminescence, 48 h; cells starved in 0.2% serum; 100% = growth in 10% serum. 0.29% of 330,000 active. proliferation, % at 10 µM;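 active = compounds whose signal lies at least 3.5 SD above the mean of all wells on their plate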;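 note: 0% = DMSO-treated cells in low-serum medium and 100% = 10% serum control; some compounds called inactive have numbers as strong as hits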
hIAP act = increases human intestinal alkaline phosphatase activity. AID 2524. purified human IAP, CDP-Star luminescence, 30 min; stronger effect = higher value; 1 = vehicle-only enzyme, 0 = enzyme-free background. 0.16% of 330,000 active. P09923. activation factor at 10 µM;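 active = activation factor of the enzyme at least 2-fold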; note: the source names both 10 and 20 µM as test concentration; values of inactives mirror those of a sister screen read the other way
mIAP activ = mouse IAP activation; AID 2805; 0.24% of 330,000 active; activation factor at 10 µM; muIAP, CDP-Star luminescence, 30 min; stronger effect = higher value; 1 = vehicle-only enzyme signal, 0 = enzyme-free wells;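 active = activation factor of at least 2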; note: the source names both 10 and 20 µM as test concentration; values of inactives mirror those of a sister screen read the other way
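Assay system: mouse IAP enzyme; Reagent: CDP-Star chemiluminescent phosphatase substrate; Compound: DMSO-dissolved test compounds; Incubation: 30 min, room temperature; Technique: luminescence from enzymatic CDP-Star hydrolysis; Controls: DMSO-only wells and no-enzyme negative control.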
ATG4B inhibitor = ATG4B (human) cysteine protease inhibition; inhibition, % at 8.33 µM; 0.51% of 340,000 active; ATG4B cleavage of LC3-PLA2, NBD-HPC fluorescence, 1 h; in the data active = inhibition above about 40%
Target sequence (Q9Y4P1 whole entry, looked up): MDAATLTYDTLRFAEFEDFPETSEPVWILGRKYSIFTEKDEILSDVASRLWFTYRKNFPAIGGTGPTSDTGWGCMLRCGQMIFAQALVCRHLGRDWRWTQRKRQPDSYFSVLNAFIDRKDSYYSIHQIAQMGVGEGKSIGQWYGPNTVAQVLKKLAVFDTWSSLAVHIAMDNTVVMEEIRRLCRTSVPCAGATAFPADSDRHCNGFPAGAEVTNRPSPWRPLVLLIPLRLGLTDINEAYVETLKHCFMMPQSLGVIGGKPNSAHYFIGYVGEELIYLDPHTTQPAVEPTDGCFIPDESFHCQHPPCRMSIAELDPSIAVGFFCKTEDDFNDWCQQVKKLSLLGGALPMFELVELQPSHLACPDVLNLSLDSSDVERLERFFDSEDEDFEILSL
A3G deaminase = blocks human APOBEC3G single-stranded DNA deamination; Q9HC16; inhibition, % at 20 µM; 0.28% of 330,000 active; recombinant A3G, ssDNA deamination FAM/TAMRA fluorescence;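 active = inhibition of at least 40% at 20 µM, with no more than 30% in the related APOBEC3A deaminase screen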;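 note: plate controls were DMSO wells with A3G for no effect and wells lacking A3G enzyme for full effect; some compounds called inactive have numbers as strong as hits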
Target sequence (Q9HC16 whole entry, looked up): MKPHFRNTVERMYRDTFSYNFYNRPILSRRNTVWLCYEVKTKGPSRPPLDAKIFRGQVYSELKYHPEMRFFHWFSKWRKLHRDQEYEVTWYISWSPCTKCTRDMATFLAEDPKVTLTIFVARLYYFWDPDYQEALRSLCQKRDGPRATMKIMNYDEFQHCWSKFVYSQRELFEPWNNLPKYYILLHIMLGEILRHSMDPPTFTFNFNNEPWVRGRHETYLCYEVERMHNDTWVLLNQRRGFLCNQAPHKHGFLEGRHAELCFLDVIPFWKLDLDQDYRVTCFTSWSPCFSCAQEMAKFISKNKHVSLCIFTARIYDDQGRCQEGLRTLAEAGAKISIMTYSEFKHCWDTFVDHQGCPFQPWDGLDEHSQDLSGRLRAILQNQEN
A3A deaminase = human APOBEC3A DNA deaminase inhibition; recombinant A3A, FAM/TAMRA ssDNA deamination fluorescence; P31941; inhibition, % at 20 µM; AID 493011; 0.41% of 330,000 active;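 active = at least 40% inhibition at 20 µM here, with at most 30% in a related deaminase screen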;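 note: plate controls were A3A with DMSO for no effect and wells lacking A3A enzyme for full effect; some results filed as inactive read as strong as hits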
Target sequence (P31941 whole entry, looked up): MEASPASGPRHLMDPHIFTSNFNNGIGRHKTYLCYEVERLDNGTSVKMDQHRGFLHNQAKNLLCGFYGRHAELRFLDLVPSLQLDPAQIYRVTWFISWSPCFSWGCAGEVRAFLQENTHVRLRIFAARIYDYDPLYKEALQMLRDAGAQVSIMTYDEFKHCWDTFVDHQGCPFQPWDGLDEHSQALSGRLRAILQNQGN
mIAP inh = mouse IAP inhibition | purified mouse IAP, CDP-Star luminescence, 30 min | inhibition, % at 10 µM | 0.2% of 330,000 active | AID 2806;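 active = inhibition of at least 40% at 10 µM in the primary screen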;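 note: plate controls were DMSO with enzyme for no effect and no enzyme wells for full effect; values of inactives mirror those of a sister screen read the other way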
hIAP inh = human IAP inhibition; P09923; AID 2544; purified IAP, CDP-Star luminescence, 30 min; 0.12% of 330,000 active; inhibition, % at 10 µM;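 active = inhibition reaching a set limit with compound at 10 µM in the primary screen, cut at about 35% in these data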;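 note: plate controls were DMSO wells with enzyme for no effect and no-enzyme buffer wells for full effect; values of inactives mirror those of a sister screen read the other way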
MPTP inh = permeability transition pore inhibition | isolated mouse mitochondria, Ca2+ swelling absorbance, 30 min | inhibition, % at 10 µM | 1.4% of 360,000 active;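 active = inhibition of 50% or more, scaled per plate between neutral and stimulator controls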;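 note: 0% = DMSO wells given calcium and 100% = 1 mM EGTA wells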
An asterisk follows results filed as active.

SMILES	beta cell repl	hIAP act	mIAP activ	ATG4B inhibitor	A3G deaminase	A3A deaminase	mIAP inh	hIAP inh	MPTP inh
Cc1cc(NS(=O)(=O)c2ccc(NC(=S)NC(=O)/C=C/c3ccccc3)cc2)no1	0.0	0.987	0.943	-7.9	-7.5	-3.8	5.7	1.3	-3.9
CCOC(=O)c1cnn(-c2ccccc2)c1NC(=O)CCl	-2.0	1.22	1.04	-0.3	-4.3	-2.0	-4.1	-21.8	1.7
COCCOC(=O)C1=C(C)NC(=O)NC1C1CC=CCC1 (configuration not stated)	-2.2	1.13	1.11	-1.5	-3.5	-0.8	-10.8	-12.6	1.9
COc1cc([N+](=O)[O-])ccc1-c1ccc(/C=N/NC(=O)OC(C)(C)C)o1	-1.9	0.944	1.04	-4.4	-2.1	-0.9	-4.4	5.6	4.9
CC(C)C(=O)Nc1c2c(nc3c1CCC3)CCCC2	-0.4	1.21	1.05	-4.6	-0.4	2.6	-4.6	-21.2	0.8
Cc1ccccc1-c1ccc(=O)n(CC(=O)Nc2ccc(C(=O)N3CCCC3)cc2)n1	2.2	1.08	1.01	-9.3	3.6	6.9	-0.8	-7.8	-0.7
Cc1cc(OCC(=O)O/N=C(\N)Cc2cccs2)ccc1Br	-2.0	0.918	1.01	15.5	7.7	7.3	-0.8	8.2	-1.1
O=C(CCN1C(=O)COc2ccccc21)NCCN1CCOCC1	-1.2	0.931	1.18	1.9	-10.4	-0.6	-18.2	6.9	-0.3
O=C(Nc1ccccc1)C(=O)c1cn(CC(=O)N2CCCCC2)c2ccccc12	0.0	0.932	1.07	-6.6	2.4	-0.8	-7.3	6.8	-0.2
COc1ccccc1CNc1ccc(C(=O)O)cc1	-0.9	0.913	0.983	-9.7	-1.1	-3.2	1.7	8.7	2.9
CC1CCC/C(=N\NC(=O)c2ccncc2)C1 (configuration not stated)	1.3	0.994	1.06	10.1	-1.5	0.7	-5.8	0.6	-0.2
Nc1ccc(C(=O)OCC(=O)Nc2cc([N+](=O)[O-])ccc2F)cc1	1.5	1.13	0.969	-6.7	-4.7	-0.5	3.1	-13.4	0.5
COC(=O)c1cccc(NC(=O)C23CC4CC(C2)CC(n2cncn2)(C4)C3)c1	-3.5	0.864	0.944	-15.3	-0.1	1.1	5.6	13.6	0.4
CCn1c(SCC(=O)N2CCC(C)CC2)nc2c(c1=O)SC(C)C2 (configuration not stated)	2.0	1.16	1.07	-8.4	0.6	9.8	-6.7	-15.9	-1.6
Cc1ccc(N/C(N)=N/c2nc(C)cc(N3CCCCC3)n2)c(C)c1	-5.5	3.07*	3.7*	5.3	-8.3	-2.6	-270.0	-206.8	33.2
O=C(NCCc1c[nH]c2ccccc12)C(=O)NCC1OCCCN1S(=O)(=O)c1cccs1 (configuration not stated)	-2.9	0.957	1.01	-22.2	-3.5	-2.2	-0.8	4.3	3.7
O=C(COC(=O)Cn1cnc2ccccc2c1=O)Nc1ccc(Cl)cc1	0.2	1.02	1.16	1.2	1.1	4.1	-16.4	-1.6	0.3
COc1ccc(N(CC(=O)N/N=C/c2ccc(-c3ccc([N+](=O)[O-])cc3)o2)S(=O)(=O)c2ccc(C)cc2)cc1Cl	-2.5	1.15	0.972	-8.1	5.2	-3.1	2.8	-14.8	5.4
COc1ccccc1-c1nc2s/c(=C\c3cccs3)c(=O)n2n1	-2.1	0.796	0.928	-3.1	-4.6	2.3	7.2	20.4	-1.8
O=C(N/N=C\C=C\c1ccco1)C1COc2ccccc2O1 (configuration not stated)	-2.5	0.955	0.657	-3.8	-4.5	3.7	34.3	4.5	2.0
CC(C)NC(=O)C1(O)c2ccccc2NC(=O)N1c1ccc(Cl)c(Cl)c1 (configuration not stated)	-0.5	1.12	1.1	-3.9	-0.7	-1.1	-9.9	-11.6	2.1
COc1ccc(C2C(C(=O)Nc3cc(OC)c(OC)c(OC)c3)c3ccccc3C(=O)N2C)cc1 (configuration not stated)	-3.5	1.36	2.02*	-9.3	-2.6	0.3	-101.7	-35.6	-0.9
CC(C)C[C@H](N)c1cn([C@@H](Cc2cc3ccccc3[nH]2)C(=O)N2CCNCC2)nn1	-1.1	0.934	0.948	0.1	-4.8	-2.7	5.2	6.6	92.1*
COc1ccc(N2CCN(C(c3ccco3)c3sc4nc(C)nn4c3O)CC2)cc1 (configuration not stated)	-2.6	0.973	0.913	-4.7	-3.5	0.3	8.7	2.7	1.9
CN(C)S(=O)(=O)c1cccc(NC(=S)NNC(=O)c2cc3ccccc3cc2O)c1	-1.2	2.65*	0.9	22.1	-6.6	-5.0	10.0	-164.7	51.7*
COc1ccc(OC)c(NC(=O)c2cccc(NC(=O)c3ccccc3)c2)c1	-3.2	0.95	1.07	-0.3	2.3	2.5	-6.8	5.0	1.1
CCOC(=O)N1CCN(Cc2cc(=O)oc3ccc4ccccc4c23)CC1	3.6	0.908	0.984	-3.8	2.3	9.4	1.6	9.2	-1.8
CN(CC(=O)Nc1cccc(F)c1)C(=O)c1ccncc1	-2.0	0.812	0.993	-2.6	-2.8	-0.1	0.7	18.8	0.9
COc1cc(/C=C2\SC(=Nc3ccccc3OC)NC2=O)ccc1O	-4.7	0.931	0.906	-7.7	-1.8	-3.2	9.4	6.9	3.5
Cc1nnc(NC(=O)CSc2nnc(-c3ccco3)o2)s1	2.7	1.09	0.747	-2.2	-5.4	-1.8	25.3	-9.4	-0.4

3 entries from above in a different format.
Structure | beta cell repl | hIAP act | mIAP activ | ATG4B inhibitor | A3G deaminase | A3A deaminase | mIAP inh | hIAP inh | MPTP inh
O=C(N/N=C\C=C\c1ccco1)C1COc2ccccc2O1 (configuration not stated) | -2.5 | 0.955 | 0.657 | -3.8 | -4.5 | 3.7 | 34.3 | 4.5 | 2.0
CC(C)NC(=O)C1(O)c2ccccc2NC(=O)N1c1ccc(Cl)c(Cl)c1 (configuration not stated) | -0.5 | 1.12 | 1.1 | -3.9 | -0.7 | -1.1 | -9.9 | -11.6 | 2.1
COc1ccc(C2C(C(=O)Nc3cc(OC)c(OC)c(OC)c3)c3ccccc3C(=O)N2C)cc1 (configuration not stated) | -3.5 | 1.36 | 2.02* | -9.3 | -2.6 | 0.3 | -101.7 | -35.6 | -0.9

(listing goes on)
SMILES	beta cell repl	hIAP act	mIAP activ	ATG4B inhibitor	A3G deaminase	A3A deaminase	mIAP inh	hIAP inh	MPTP inh
COc1cc(/C=N/NC(=O)CNC(=O)c2ccncc2)ccc1O	-2.6	1.05	1.03	-2.1	0.1	-0.2	-3.4	-5.0	-1.2
O=C(OCn1nnc2ccccc2c1=O)c1cccc(S(=O)(=O)N2CCOCC2)c1	-1.9	0.864	1.04	2.2	-9.5	-1.8	-3.6	13.6	-2.6
COc1ccc(OC)c(NC(=O)Cn2c(CCC(=O)O)ccc2-c2ccc(C)cc2)c1	-1.7	0.879	0.945	3.6	-18.6	-5.8	5.5	12.1	0.2
CCCCN(C(=O)C1CC(=O)N(c2ccc3c(c2)OCCO3)C1)c1c(N)n(CCC)c(=O)[nH]c1=O (configuration not stated)	-1.9	0.998	0.972	-2.7	-0.5	5.2	2.8	0.2	-2.0
O=C1C=C(NC2CC2)C2(CCCCC2)O1	-3.8	1.03	1.03	-9.1	-5.5	-0.6	-3.2	-3.3	-8.4
CCN(CC)C(=O)CCCSc1nnc(Nc2ccccc2F)s1	-1.9	1.01	0.995	-6.6	-7.8	-2.1	0.5	-0.9	-1.9
COc1cccc(N(CC(=O)Nc2ccccc2C)S(C)(=O)=O)c1	1.5	0.879	0.981	-12.3	-5.9	-3.0	1.9	12.1	1.4
CCc1ccc(OCC(=O)NCC(c2ccc(Cl)cc2)N2CCCCC2)cc1 (configuration not stated)	-7.0	0.818	1.05	1.1	-4.6	-1.3	-5.5	18.2	2.6
COc1ccccc1CNC(=O)COC(=O)c1cc(C)nc2ccccc12	1.4	0.935	1.05	-1.1	-3.0	-2.6	-5.3	6.5	-1.8
CCN(CC)C(=O)CSc1ccc(C(F)(F)F)cc1[N+](=O)[O-]	0.0	1.19	0.97	-1.3	-11.0	-4.3	3.0	-18.8	-0.2
CC(C)c1ccc(N(CC(=O)NCc2ccc(F)cc2)C(=O)c2snc(C(N)=O)c2N)cc1	-1.0	1.02	1.08	14.0	-6.7	-0.4	-8.2	-2.3	3.4
CCN1CCN(c2ccc(NC(=O)COc3ccccc3Cl)cc2)CC1	-0.2	0.972	1.06	-6.4	-3.4	-0.6	-6.0	2.8	1.6
O=C(Nc1nonc1NC(=O)C1CCCCC1)C1CCCCC1	-5.8	1.02	1.08	0.8	0.7	1.8	-8.0	-1.9	44.3
COc1ccccc1/C=C1\SC(=S)N(C(C(=O)O)c2ccccc2)C1=O (configuration not stated)	-2.9	0.868	0.92	9.8	-1.0	-7.3	8.0	13.2	2.9
Cc1ccc(NC(=O)CSc2nc3c([nH]c4ccccc43)c(=O)n2C)cc1	-6.4	0.943	0.886	3.4	-7.1	-3.8	11.4	5.7	1.4
CC/C(C)=N/Nc1nc2c(c(=O)[nH]c(=O)n2C)n1CCc1ccccc1	-2.2	1.16	0.59	-8.9	-3.1	2.0	41.0*	-15.8	0.9
CN(C)c1ccc(/C=N/Nc2ccc(-n3ccnc3)nn2)cc1	-1.2	1.51	1.05	-9.8	4.4	-2.5	-4.8	-50.7	-4.7
O=C(CSCc1ccccc1Cl)NNC(=O)c1ccccc1	-4.0	1.25	1.05	-6.6	4.8	6.7	-5.4	-24.8	-0.3
COc1ccc(/C=C/C(=O)NCc2ccc(F)cc2)cc1S(=O)(=O)N1CCOCC1	-3.6	0.895	0.964	-2.5	-4.6	-1.5	3.6	10.5	2.3
COc1ccc(C(=O)NC2CCN(S(=O)(=O)c3ccc(C)cc3)CC2)cc1	-2.5	1.31	1.09	7.1	-5.3	1.6	-9.0	-31.4	0.7
Cc1ccc(C(=O)Nc2cc(Cl)ccc2Oc2ccccc2)cc1[N+](=O)[O-]	0.0	0.892	0.91	0.8	-2.1	0.2	9.0	10.8	6.9
COCCN1C(=O)N(C)[C@@H](c2ccccc2)C(C(C)=O)=C1C	-5.1	0.911	1.04	-4.6	-1.6	-5.9	-4.5	8.9	-1.2
COc1ccccc1CNS(=O)(=O)c1cc(CN2C(=O)c3cccnc3C2=O)ccc1OC	-2.5	1.07	0.96	-4.5	4.4	4.7	4.0	-7.4	8.3
CCCCn1nnnc1SCC(=O)NCc1ccccc1	-4.2	1.08	1.1	-6.7	-7.2	-4.9	-10.0	-7.8	0.6
COc1ccc(-c2cc(C(F)(F)F)nc(S(C)(=O)=O)n2)cc1OC	-6.0	0.952	0.909	-25.8	-3.4	-1.6	9.1	4.8	-0.6
COc1ccccc1C(=O)Nc1ccnn1C1CCN(CCCc2ccccc2)CC1	-1.9	1.1	1	-8.1	-2.2	-2.6	-0.2	-10.2	0.8
Cc1ccc(C(=O)N2C(=O)c3cccc(N)c3C2=O)o1	-3.9	0.87	0.959	-4.5	-2.1	3.4	4.1	13.0	-0.3
COc1ccc(C)cc1N(CC(=O)O)S(=O)(=O)c1ccc(C)cc1	-2.0	0.951	1.05	-13.3	-3.3	-0.1	-4.8	4.9	-1.6
CC(C)n1c(SCC(=O)Nc2ccccc2N2CCOCC2)nc2c1c(=O)n(C)c(=O)n2C	-1.2	0.975	0.961	-17.4	-3.6	-1.8	3.9	2.5	0.6
CN(C)c1ccc(C(CC(=O)O)NC(=O)c2ccc(Cl)cc2)cc1 (configuration not stated)	-2.4	1.03	1.09	-8.1	-2.3	-0.4	-9.0	-2.8	-2.8
Cc1ccc(C(=O)NC(=S)N2CCN(C(=O)OC(C)(C)C)CC2)cc1Br	-1.0	0.846	0.885	-3.9	-0.8	0.3	11.5	15.4	1.9
